# Bioassay records deposited in PubChem by National Center for Advancing Translational Sciences (NCATS).
# Mito fusion act – blocks mitochondrial division or promotes mitochondrial fusion. 320,000 compounds, 0.23% hits. Potency, µM (titrated, usually from 46.1 µM), without a hit: at the highest dose growth rescue (activation), actives largely listed as activators. S. cerevisiae fusion-defective mutant growth rescue, CellTiterGlo 48 h;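 further: potency means the concentration at half of the fitted maximal effect; % of control where 0% means no effect; nearly all actives have a fitted effect of over 45% in size; temperature-sensitive fusion mutants such as fzo1-1 at 37 °C on non-fermentable ethanol glycerol medium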
#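 Read-out: ATP-based luminescence (CellTiterGlo, 10 min ambient) reporting growth of fusion-defective ts yeast after 48 hours at 37C on glycerol/ethanol YPEG medium in the presence of compound.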
# S-ASM inh – inhibitors of human secretory acid sphingomyelinase; P17405; placental ASM, HMU-PC fluorogenic substrate, 60 min; Potency, µM (titrated, usually from 57.5 µM), without a hit: at the top dose activity change, negative = inhibition, most hits filed as inhibitors; 340,000 compounds, 0.006% hits; AID 504937; further: potency means the concentration at half of the fitted maximal effect
#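 Fluorogenic HMU-PC substrate (9 uM final) is turned over by placental ASM in 60 min at 37 C after a 10 min compound preincubation. Reaction ended by alkaline stop (pH 10), with fluorescence read at 386/447 nm.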
# TCR activator – T cell receptor activation; primary human leukocytes, anti-CD3, IL-2 HTRF, 48 h; Potency, µM (doses to about 9.22 µM), for the others: at the top dose activation of IL-2 secretion, most hits filed as activators; 330,000 tested, under 10 active; AID 504894; further: % of control where 0% means no effect
#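 IL-2 produced over 48 hr by a-CD3 bead-stimulated primary human leukocytes exposed to compounds was detected with a homogeneous time-resolved FRET immunoassay, 665nm acceptor signal after 320nm excitation.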
# CXXC DNA block – blocks binding of human MLL CXXC domain to DNA | Q03164 | MLL-CXXC / FITC-HOXA9 DNA fluorescence polarization | Potency, µM (top dose mostly 115 µM), without a hit: at the highest dose activity change, negative = inhibition, usual class: inhibitors | 290,000 compounds, 0.037% hits | AID 2662; active means well fitted inhibition curve with a large enough effect in the polarisation, with a control signal flat, not every such curve was filed as active; inconclusive means small, poorly fitted or top-dose-only effect, or effect the other way, or a change in a side signal; inactive means no such curve, though single readings can be large or run the other way; the % refers to the polarisation; further: potency means the concentration at half of the fitted maximal effect
#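 Fluorescence polarization: 7 uM MLL-CXXC (stock) preincubated 5 min with compounds, then 50 nM fluorescein-HOX-A9 DNA (stock) added; 30 min ambient. Buffer 50 mM Tris-HCl pH 7.5, 50 mM NaCl, 1 mM DTT, 0.05% BSA.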
# Menin-MLL TR inh – inhibitors of human menin-MLL interaction, mutant MLL peptide; Menin + Texas Red MLL mutant peptide, fluorescence polarization; AID 1768; 270,000 compounds, 0.23% hits; Potency, µM (titrated, usually from 61.6 µM), inactives show top-dose FP activity change, negative = inhibition, actives largely listed as inhibitors; O00255; active means well fitted inhibition curve with a large enough effect in the polarisation, with a control signal flat, not every such curve was filed as active; inconclusive means small, poorly fitted or top-dose-only effect, or effect the other way, or a change in a side signal; inactive means no such curve, though single readings can be large or run the other way; the % refers to the polarisation; further: potency means the concentration at half of the fitted maximal effect; % of control where 0% means no effect; many of its hits are not listed in these tables
# PTAP TSG101 blk – blocks PTAP/TSG101 interaction to inhibit HIV-1 budding; Q99816; Fluorescence polarization, FITC-PTAP peptide / Tsg101 binding; Potency, µM (top dose mostly 115 µM), inactives show top-dose activity change, negative = inhibition, usual class: inhibitors; 340,000 tested, under 10 active; AID 493005; active means well fitted inhibition curve with a large enough effect in the main read-out, with a control signal flat, not every such curve was filed as active; inconclusive means small, poorly fitted or top-dose-only effect, or effect the other way, or a change in a side signal; inactive means no such curve, though single readings can be large or run the other way; further: potency means the concentration at half of the fitted maximal effect; % of control where 0% means no effect
#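 Compounds were pin-transferred onto Tsg101 binding domain (10 uM final) in HEPES pH 7.5 buffer, then FITC-PTAP peptide was added at 50 nM final. After 20 min at RT, polarization reported peptide displacement across a qHTS concentration series.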
# A-T KAP1 phos – candidate therapy for ataxia-telangiectasia | […] A-T fibroblasts, KAP-1 phosphorylation AlphaLISA; neocarzinostatin DNA damage 30 min before lysis | Potency, µM (doses to about 57.5 µM), inactives show top-dose activation, hits mostly activators | 320,000 compounds, 0.19% hits | AID 485349; further: potency means the concentration at half of the fitted maximal effect; % of control where 0% means no effect; nearly all actives have a fitted effect of over 45% in size
#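 hTERT-immortalized A-T patient fibroblasts ([…]), 500 cells/well in OPTI-MEM, 1% FBS, got compounds for 60 min, then NCS for 30 min at 37C. Lysates were then assayed for phospho-KAP-1 by AlphaLISA (anti-pKAP1 donor, anti-KAP1 acceptor beads), 6 hr at 25C.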
# TSHR antag – human thyrotropin receptor antagonism; TSHR-expressing cells, TSH-stimulated cAMP HTRF, 2 h; stronger effect = lower value; activity change, negative = inhibition, % at 11.5 µM; P16473; 330,000 compounds, 0.2% hits;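 active means activity change below a set negative limit, meaning inhibition stronger than a set level, cut at about -70% in these data; inconclusive means activity change between two set negative limits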; further: on the % scale 0 is the no-effect control and ±100 the full control effect
# Target sequence (P16473 whole entry, looked up): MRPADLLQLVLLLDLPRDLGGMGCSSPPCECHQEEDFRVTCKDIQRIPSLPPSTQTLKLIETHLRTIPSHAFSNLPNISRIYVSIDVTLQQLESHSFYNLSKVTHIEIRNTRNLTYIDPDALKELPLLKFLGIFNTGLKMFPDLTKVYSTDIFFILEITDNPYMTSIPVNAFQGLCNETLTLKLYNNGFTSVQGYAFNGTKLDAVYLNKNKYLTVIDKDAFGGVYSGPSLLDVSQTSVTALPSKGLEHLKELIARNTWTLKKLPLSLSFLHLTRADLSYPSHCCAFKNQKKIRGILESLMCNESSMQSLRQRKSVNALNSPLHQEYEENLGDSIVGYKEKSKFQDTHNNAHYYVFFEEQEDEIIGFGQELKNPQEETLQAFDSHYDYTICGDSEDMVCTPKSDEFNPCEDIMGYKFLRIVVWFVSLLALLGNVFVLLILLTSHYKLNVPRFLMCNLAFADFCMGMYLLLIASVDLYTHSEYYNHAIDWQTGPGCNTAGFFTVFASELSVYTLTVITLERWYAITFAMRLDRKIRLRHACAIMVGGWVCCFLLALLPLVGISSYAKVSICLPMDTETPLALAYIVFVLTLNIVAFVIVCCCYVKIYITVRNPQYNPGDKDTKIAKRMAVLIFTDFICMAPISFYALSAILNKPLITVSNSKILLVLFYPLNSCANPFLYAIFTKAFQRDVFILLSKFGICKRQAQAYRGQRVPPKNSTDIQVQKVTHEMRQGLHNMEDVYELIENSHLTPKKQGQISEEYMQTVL
#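 Read-out is FRET at 665 nm (cryptate excitation 337 nm) from a cryptate-tagged anti-cAMP antibody, competed by cell cAMP against cAMP-d2. Compounds are tested on freshly harvested TSHR cells challenged with 4nM TSH (EC80) for 2 hours at 37 deg C.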
# Integrin act MD – activators of alpha7 integrin expression for muscular dystrophy | alpha7betagal myoblasts, beta-gal FDG fluorescence, 48 h | Potency, µM (top dose mostly 38.3 µM), for the others: top-dose activation, actives largely listed as activators | 350,000 compounds, 0.064% hits | AID 624291;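 further: potency means the concentration at half of the fitted maximal effect; 100% = response of the positive control SU9516; nearly all actives have a fitted effect of over 60% in size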
#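 alpha7betagal+/- myoblasts (passage 13, 250/well) treated 48 h at 37C with compounds at 1:260 dilution of DMSO stock. Lysed, then beta-galactosidase activity read as FDG fluorescence (ex 480/em 540) after 30 min, with pre-read for autofluorescence.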
# MBNL1-CUG inh – MBNL1-poly(CUG) RNA binding inhibition; Potency, µM (titrated, usually from 57.5 µM), without a hit: at the highest dose activity change, negative = inhibition, most hits filed as inhibitors; 280,000 compounds, 0.036% hits; AID 2675; TR-FRET MBNL1-His/biotin-(CUG)12 binding, 665/545 ratio; active means well fitted inhibition curve with a large enough effect in the signal ratio, with a control signal flat, not every such curve was filed as active; inconclusive means small, poorly fitted or top-dose-only effect, or effect the other way, or a change in a side signal; inactive means no such curve, though single readings can be large or run the other way; the % refers to the signal ratio; further: potency means the concentration at half of the fitted maximal effect; on the % scale 0 is the no-effect control and ±100 the full control effect
#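 MBNL1-His + Biotin-(CUG)12, cpd titration 92 nM–58 uM; Tb anti-His Ab 0.055 ng/ul, SA-XL665 5 nM (final); 60 min RT; ratiometric 665/545 nm, Ex 340 nm; normalized to buffer and full-complex controls.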
# Active calls of the source: *; ? = inconclusive; . = no result given; [ ] = another dose, or the depositor's remark. Unless noted, the call rests on the fitted dose curve; in most records, active means well fitted curve in the direction sought with a large enough effect; inconclusive means small, poorly fitted or top-dose-only effect, or another doubt; inactive means no such curve, though single readings can be large; an effect the other way counts as inactive or inconclusive.
canonical_smiles	A-T KAP1 phos	MBNL1-CUG inh	TSHR antag	CXXC DNA block	S-ASM inh	Menin-MLL TR inh	PTAP TSG101 blk	TCR activator	Integrin act MD	Mito fusion act
CC1Sc2ccc(S(=O)(=O)CCC(=O)NCc3ccccc3Cl)cc2NC1=O (stereo not drawn)	4%	-5%	-14	1%	-2%	14%	-5%	0%	7%	5%
CC(=O)c1ccc(S(=O)(=O)N2CCN(CCOc3ccccc3)CC2)cc1	2%	.	0	.	3%	.	-1%	0%	-17%	.
COc1cccc(CNC(=O)CSCC(=O)Nc2ccc(C)cc2)c1	-2%	.	-5	.	.	.	-1%	2%	2%	-8%
O=C(Nc1ccccc1C(=O)NC(Cc1c[nH]c2ccccc12)C(=O)O)c1ccccc1 (stereo not drawn)	9%	.	-2	-3%	8%	.	0%	9%	-6%	4%
CC1Cc2ccccc2N1C(=O)Cn1cc([N+](=O)[O-])cn1 (stereo not drawn)	4%	17%	-5	11%	-2%	4%	1%	5%	-12%	2%
CCOC(=O)Cc1csc(NC(=O)CCCc2ccccc2)n1	-5%	-19%	-49	5%	0%	-18%	-1%	-1%	2%	1%
O=C(c1cccs1)N1CCN(c2ccc(F)cc2)CC1	-2%	4%	5	-4%	-1%	.	-4%	-3%	8%	0%
COc1ccc(OC)c(NC(=O)CSc2nnc(Cn3c(=O)sc4ccccc43)n2C)c1	0%	-9%	-6	3%	4%	13%	-3%	9%[46.1 µM]	-8%	-4%
Cc1ccc(NC(=O)c2cc3c(s2)CCC3)cc1S(=O)(=O)N1CCOCC1	4%	7%	-15	4%	-10%	15%	-10%	4%	-1%	9%
Cc1ccc(C)c(OCc2ccc(C(=O)NN)o2)c1	-4%	.	3	5%	5%	.	-9%	-6%	1%	-5%
Cc1ccc(Oc2ccc(S(=O)(=O)N3CCOCC3)cc2C(N)=O)cc1C	0%	1%	-2	28%	2%	.	-7%	1%	-17%	-1%
CC(C)(C)C1=C(C#N)C(c2ccc3c(c2)OCO3)C(C#N)=C(N)O1 (stereo not drawn)	7%	-6%	0	-14%	5%	-2%	-1%	-5%	-9%	-9%
CCOC(=O)Cc1[nH]nc2c1C(c1cccc(OC)c1OC)C(C#N)=C(N)O2 (stereo not drawn)	2%	-10%	5	-2%	3%	-9%	-1%	1%	-31%	0%
CCOC(=O)C(CC)n1cnc2sc3c(c2c1=O)CCC3 (stereo not drawn)	9%	6%	-6	10%	6%	-6%	-4%	-6%	-18%	8%
Cn1cc(Br)c(C(=O)NNC(=O)Nc2ccccc2C(F)(F)F)n1	3%	5%	-1	13%	7%	-12%	-1%	-17%	0%	-5%
CC(=O)Nc1ccc(S(=O)(=O)Nc2cccc(-c3cn4cccnc4n3)c2)cc1	3%	?	7	-3%	7%	13%	-2%	6%	9%	-10%
CCOC(=O)c1oc2nc(C(C)C)c3c(c2c1N)CC(C)(C)OC3	11%	?	-5	-5%	238%[activator]	-11%	3%	-6%	3%	5%
O=C(NCCCc1ccccc1)C(=O)c1c[nH]c2ccccc12	-3%	5%	-10	29%	-6%	.	-2%	-1%	?	-2%
Cc1ccc2c(CN3CCOCC3)cc(=O)oc2c1C	?	-5%	6	33%[activator]	-1%	-15%	1%	2%	37%	6%
COCc1cc(=O)[nH]c(Nc2nc(C)c3cc(OC)ccc3n2)n1	1%	-12%	1	5%	.	3%	.	.	.	2%
Cc1ccc(C(=O)Nc2cccnc2Cl)cc1Cl	2%	0%	-7	-11%	-1%	-10%	-2%	3%	27%	5%
O=C(CCOc1ccccc1)Nc1ccnn1C1CCN(Cc2ccc(CO)o2)CC1	0%	-5%	41	-5%	3%	.	-4%	2%	-3%	5%
Clc1cc2c(cc1/C=N/Nc1nc(N3CCOCC3)nc(N3CCOCC3)n1)OCO2	0%	6%	-13	0%	5%	-9%	-4%	1%	2%	?
Cn1c2ccccc2c2nnc(SCCN3CCOCC3)nc21	0%	?	-1	4%	-1%	29%	1%	-4%	-55%[inhibitor]	4%
Cc1cccc(NC(=O)c2cccc(C(F)(F)F)c2)c1	3%	-2%	-9	4%	-4%	32%[activator]	-2%	-2%	0%	0%

# (more compounds)
canonical_smiles	A-T KAP1 phos	MBNL1-CUG inh	TSHR antag	CXXC DNA block	S-ASM inh	Menin-MLL TR inh	PTAP TSG101 blk	TCR activator	Integrin act MD	Mito fusion act
CC(NC(=O)C1CCN(C(=O)Nc2ccccc2)CC1)c1ccccc1 (stereo not drawn)	-5%	.	.	.	5%	.	-1%	-1%	-8%	-1%
Cc1ccc(SCc2[nH]nc3c2C2(C(=O)N(C)c4ccccc42)C(C#N)=C(N)O3)cc1 (stereo not drawn)	4%	-2%	14	-4%	-2%	3%	0%	-2%	-14%	2%
COc1cc([N+](=O)[O-])ccc1NC(=O)NNC(=O)CCc1ccccc1	-2%	?	-7	4%	-2%	11%	-2%	0%	-10%	0%
COc1ccc(N2CCN(Cc3cc(=O)oc4cc(C)c(Cl)cc34)CC2)cc1	-1%	-2%	6	18%	-2%	?	-1%	-5%	-3%	-1%
CCOc1cc2[nH]c(=S)n(CCC(=O)NCc3ccc(OC)cc3)c(=O)c2cc1OCC	0%	6%	-4	1%	1%	-20%	2%	3%	-12%	-1%
C=CCN(Cc1cccs1)C(=O)COc1ccc2c(c1)OCO2	4%	.	.	.	1%	.	0%	-6%	24%	.
CCOC(=O)c1nn(-c2ccccc2)c(=O)cc1OCC(=O)Nc1cc(C)ccc1OC	2%	.	-1	.	-1%	.	1%	5%	12%	0%
CC(=O)c1cccc(Nc2cc(C)nc3ccc(C)cc23)c1	9%	-8%	28	11%	0%	.	-2%	0%	-9%	10%
C#CCSc1nnnn1-c1cccc(Cl)c1	2%	.	-4	-3%	0%	.	-3%	-4%	2%	-1%
Cc1c(Cl)ccc2c(C(O)CBr)cc(-c3ccccc3)nc12 (stereo not drawn)	.	.	.	.	-25%	.	0%	-3%	19%	.
Cc1ccc(-n2c(=O)[nH]c3c(C(N)=O)nc(-c4ccc(C)o4)nc32)cc1	-6%	?	-9	9%	429%[activator]	1%	-5%	-2%	3%	-2%
COC(=O)c1ccc(NC(=O)C(=O)N2CCN(C(=S)Nc3cccc(C)c3C)CC2)cc1	-2%	-21%	3	4%	7%	6%	-4%	8%[46.1 µM]	4%	-4%
Cc1cc(C(=O)NNC(=O)c2ccc(Cl)cc2)no1	9%	-4%	4	25%	0%	.	-1%	2%	15%	4%
COc1cc(NC(=O)Cn2c(-c3cncs3)nc3ccccc32)cc(OC)c1OC	0%	-14%	0	-8%	1%	8%	-2%	-4%	-4%[7.66 µM]	-4%
CCCCOc1ccc(-c2cnc3ccccc3n2)cc1	6%	.	2	-1%	489%[activator]	1%	-1%	-5%[46.1 µM]	30%	14%
O=C(c1ccccc1)N1N=C(c2ccccc2)CC1c1ccccc1 (stereo not drawn)	-5%	0%	14	0%	-8%	-3%	-4%	1%	5%	-9%
O=C(CSc1ncnc2c1oc1ccccc12)Nc1cccc(F)c1	4%	53%[activator]	-17	2%	-3%	?	3%	1%	-20%	2%
COc1ccc(S(=O)(=O)N(CC(=O)NCc2ccncc2)c2ccc(C)cc2)cc1OC	2%	-6%	-14	4%	2%	5%	-3%	5%	-16%	4%

# Quoted at random: 3 entries already listed
canonical_smiles	A-T KAP1 phos	MBNL1-CUG inh	TSHR antag	CXXC DNA block	S-ASM inh	Menin-MLL TR inh	PTAP TSG101 blk	TCR activator	Integrin act MD	Mito fusion act
CCOC(=O)c1nn(-c2ccccc2)c(=O)cc1OCC(=O)Nc1cc(C)ccc1OC	2%	.	-1	.	-1%	.	1%	5%	12%	0%
CCOc1cc2[nH]c(=S)n(CCC(=O)NCc3ccc(OC)cc3)c(=O)c2cc1OCC	0%	6%	-4	1%	1%	-20%	2%	3%	-12%	-1%
Cc1ccc(-n2c(=O)[nH]c3c(C(N)=O)nc(-c4ccc(C)o4)nc32)cc1	-6%	?	-9	9%	429%[activator]	1%	-5%	-2%	3%	-2%

# A portion of the library, so the mix of outcomes need not match the whole.
